# Source: PubChem BioAssay (National Center for Advancing Translational Sciences (NCATS))
# p53ts 39C kill – qHTS Screen for Compounds that Selectively Target Cancer Cells with p53 Mutations: Cytotoxicity of p53ts Cells at the Nonpermissive Temperature | H1299-p53A138V viability at 39C, ATP luminescence, 24 h | Potency, µM (doses to about 46.1 µM), without a hit: top-dose activity change, negative = cell killing, most hits filed as cytotoxic | 130,000 tested, 1.5% active | AID 902, 2007; note: nearly all actives have a fitted effect of over 55% in size
# Imprint erasure – qHTS Assay for Compounds that Induce Erasure of Genomic Imprints | mouse ES Peg3-LacZ reporter, beta-gal luminescence, 40 h | Potency, µM (highest dose often 60.7 µM), without a hit: at the top dose activity change, positive = activation, actives largely listed as activators | 110,000 tested, 0.02% active | AID 1948, 2009;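 note: 0% = negative control wells on the plate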
#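 Readout: BetaGlo luminescence (5 min, room temp) for LacZ from the normally silent maternal Peg3 allele in female Peg3LacZ-Neo ES cells. Cells 300/well, 40 h, 37C, 5% CO2. Data normalized per plate to negative controls.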
# p53ts 32C tox – qHTS Screen for Compounds that Selectively Target Cancer Cells with p53 Mutations: Cytotoxicity of p53ts Cells at the Permissive Temperature; H1299-p53A138V at 32C, ATP luminescence viability, 24 h; Potency, µM (titrated, usually from 46.1 µM), without a hit: top-dose activity change, negative = cytotoxicity, hits mostly cytotoxic; 130,000 tested, 0.93% active;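 note: 0% = DMSO and -100% = full killing by reference compound; nearly all actives have a fitted effect of over 55% in size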
#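 Viability by ATPlite luminescence after 24 h compound treatment (up to 46 uM) at the permissive 32C. Cells are H1299 carrying p53 A138V. Scale runs from DMSO basal to 100 uM tamoxifen as full kill; AC50 from Hill fits.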
# IkB signaling – IkB Signaling | ABC-DLBCL IkBa-CBG/CBR dual luciferase ratio, 4 h; response scale: scaled: untreated 0%, proteasome inhibitor 100% | Potency, µM (doses to about 57.1 µM), without a hit: top-dose IkBa stabilization activation | AID 445, 2006 | 110,000 tested, 0.04% active; active = well fitted curve in the direction sought with a large enough effect in the signal ratio, not every such curve was filed as active; inconclusive = small, poorly fitted or top-dose-only effect, or a change in a side signal; the % refers to the signal ratio;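 note: the direction sought is a rising ratio; 0% = basal untreated cells and 100% = reference inhibitor full response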
#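 Curves were fitted separately to fusion (green), unfused (red) and ratio luminescence, then classed by r2, magnitude and activity. Cells: OCI-Ly3, 4 h compound plus doxycycline at 37C; 10 uM MG-132 defined full response.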
# * hit, by the source's call; ? = inconclusive; . = not tested or not shown; [ ] = dose if it differs, or a comment. Unless noted, calls come from the whole dose curve; as a rule, active = well fitted curve in the direction sought with a large enough effect; inconclusive = small, poorly fitted or top-dose-only effect, or another doubt; inactive = no such curve, though single readings can be large; an effect the other way counts as inactive or inconclusive. Unless noted, % is set by controls: 0 for no effect and ±100 for the full control effect; potency is the fitted concentration of half-maximal effect.
# The first 7 compounds, ahead of the listing:
SMILES,p53ts 39C kill,Imprint erasure,p53ts 32C tox,IkB signaling
CCCN(CCC)S(=O)(=O)c1ccc(C(=O)Nc2sc3c(c2C(=O)OC)CCN(CC)C3)cc1,-16.7%,-15.4%[10.9 µM],-2.3%,?
CCc1ccc(NC(=O)CSc2nc(=O)n(Cc3ccncc3)c3c2CCC3)cc1,-11.5%,9.5%[10.9 µM],-8.2%,?
CCCN1C(=O)C(O)(CC(=O)c2ccc(C(C)C)cc2)c2ccccc21 (stereo not drawn),?,-1.1%[10.9 µM],2.1%,?
O=C(CCC1N=C2c3ccccc3N=C(SCc3ccc(F)cc3)N2C1=O)NC1CCCCC1 (stereo not drawn),-10.0%,24.4%[10.9 µM],4.1%,?
Oc1ccc(-c2nc3cnccn3c2Nc2ccc3c(c2)OCCO3)cc1,13.0%,-5.9%,10.2%,1.4%
COc1ccc(OC)c(CN2CCN(C(=O)c3cccs3)CC2)c1,0.3%,-13.3%,-1.2%,0.7%
Cc1ccc(OCC(O)CN2CCN(Cc3ccc4c(c3)OCO4)CC2)c(C)c1 (stereo not drawn),-21.8%,-17.1%,-25.1%,1.0%

# Main list, from the start:
SMILES,p53ts 39C kill,Imprint erasure,p53ts 32C tox,IkB signaling
CCCN(CCC)S(=O)(=O)c1ccc(C(=O)Nc2sc3c(c2C(=O)OC)CCN(CC)C3)cc1,-16.7%,-15.4%[10.9 µM],-2.3%,?
CCc1ccc(NC(=O)CSc2nc(=O)n(Cc3ccncc3)c3c2CCC3)cc1,-11.5%,9.5%[10.9 µM],-8.2%,?
CCCN1C(=O)C(O)(CC(=O)c2ccc(C(C)C)cc2)c2ccccc21 (stereo not drawn),?,-1.1%[10.9 µM],2.1%,?
O=C(CCC1N=C2c3ccccc3N=C(SCc3ccc(F)cc3)N2C1=O)NC1CCCCC1 (stereo not drawn),-10.0%,24.4%[10.9 µM],4.1%,?
Oc1ccc(-c2nc3cnccn3c2Nc2ccc3c(c2)OCCO3)cc1,13.0%,-5.9%,10.2%,1.4%
COc1ccc(OC)c(CN2CCN(C(=O)c3cccs3)CC2)c1,0.3%,-13.3%,-1.2%,0.7%
Cc1ccc(OCC(O)CN2CCN(Cc3ccc4c(c3)OCO4)CC2)c(C)c1 (stereo not drawn),-21.8%,-17.1%,-25.1%,1.0%
CSCCC(NC(=O)c1cc(CC(C)C)oc1C)C(=O)O (stereo not drawn),-17.1%,-7.9%,0.0%,0.7%
Cc1ccc(-c2cn3c(n2)sc2cc(C(=O)NCCCN4CCCCC4)ccc23)cc1,2.8%,3.8%[10.9 µM],3.0%,?
Cc1ccc(N=Nc2c(O)ccc3cc(S(=O)(=O)O)ccc23)cc1,-0.2%[9.22 µM],-7.4%[10.9 µM],-7.7%[9.22 µM],-0.7%[11.4 µM]
CCOc1ccc(NC(=O)CCc2nnc3n(C)c(=O)c4sccc4n23)cc1,21.5%,-3.2%[10.9 µM],-0.7%,6.8%
CN1CCN(c2ccnc(-c3cccc(NS(C)(=O)=O)c3)n2)CC1,-6.4%,-18.2%,-9.5%,0.7%[11.4 µM]
COc1ccccc1NC(=O)N1CCc2[nH]c3ccc(Cl)cc3c2C1,6.9%,-30.6%[inhibitor],16.3%,?
OCCSc1nncn1/N=C/c1c[nH]c2ccccc12,-1.2%,-6.8%,0.7%,0.2%
CNc1nc(Oc2ccc(C(=O)OC)cc2)nc(SC)n1,9.9%,.,11.2%,.
Cn1ccc2cc(S(=O)(=O)N3CCN(C(=O)Nc4ccc(F)cc4F)CC3)ccc21,-6.8%,-6.1%[10.9 µM],7.7%,0.1%
COc1ccc(CCNC(=O)CS(=O)Cc2nc(-c3ccc(C)cc3)oc2C)cc1OC (stereo not drawn),-15.8%,-9.3%[10.9 µM],-3.3%,-0.4%
O=C(NNC(=O)c1ccccc1Cl)c1cccs1,-12.4%,.,-22.5%,.
Cc1nc2cc(-c3ccccc3)nn2c(C)c1CCC(=O)NCc1cccc(Cl)c1,-24.2%,-12.2%[10.9 µM],-1.8%,?
CN1C(=O)c2ccccc2C(C(=O)NCCCN2CCCC2)C1c1c[nH]c2ccccc12 (stereo not drawn),-4.3%,-4.2%,-7.2%,-0.9%

# 4 compounds picked at random from those above, as already listed:
SMILES,p53ts 39C kill,Imprint erasure,p53ts 32C tox,IkB signaling
CSCCC(NC(=O)c1cc(CC(C)C)oc1C)C(=O)O (stereo not drawn),-17.1%,-7.9%,0.0%,0.7%
CN1CCN(c2ccnc(-c3cccc(NS(C)(=O)=O)c3)n2)CC1,-6.4%,-18.2%,-9.5%,0.7%[11.4 µM]
Cc1ccc(-c2cn3c(n2)sc2cc(C(=O)NCCCN4CCCCC4)ccc23)cc1,2.8%,3.8%[10.9 µM],3.0%,?
CCOc1ccc(NC(=O)CCc2nnc3n(C)c(=O)c4sccc4n23)cc1,21.5%,-3.2%[10.9 µM],-0.7%,6.8%

# Continued.
SMILES,p53ts 39C kill,Imprint erasure,p53ts 32C tox,IkB signaling
COc1cc(NC(=O)c2ccccc2)c(OC)cc1NC(=O)CN1CCCCC1,20.5%,.,-6.7%,.
Cc1cc(C)nc(NC(=O)CN2C(=O)c3ccccc3C2=O)n1,3.3%,18.4%,7.2%,0.3%
CC(=O)N1CCN(C(=S)c2ccc(N(C)C)cc2)CC1,4.6%,-3.3%,-4.0%,2.2%
Cc1ccc(-c2csc3nnc(SCC(=O)Nc4nsc(-c5ccccc5)n4)n23)cc1,12.2%,-29.8%,8.9%,1.7%
COc1ccc(S(=O)(=O)Nc2ccc3c(c2)OCO3)cc1OC,-5.9%,-14.8%,-8.7%,0.6%
CN1CCCc2cc3c(C(F)(F)F)cc(=O)oc3nc21,4.4%,6.3%,-3.2%,-0.1%
Cc1ccc(OCC(=O)Nc2cc(-c3nn4c(C)nnc4s3)ccc2C)cc1,2.6%,-3.1%,4.0%,3.3%
C#CC(C)(C)NC(=O)c1ccccc1OC,-9.4%,-8.9%,0.4%,-1.4%
COc1ccc(S(=O)(=O)N(C)CC(=O)NC2CCCC2)cc1Cl,11.1%,2.8%,4.6%,1.2%
OC(COc1cccc(OCC(O)CN2CCOCC2)c1)CN1CCOCC1 (stereo not drawn),17.6%,19.5%,11.7%,-1.2%
CC(C)C(=O)Nc1ccc(Nc2ccccc2)cc1,-9.1%,-13.9%,-10.8%,0.4%
CN1CCN(c2ncc3nc(-c4cn(C)c5ccccc45)c(=O)n(Cc4cccs4)c3n2)CC1,?,-34.3%[inhibitor],?,?
O=C1CCC(=O)N1CN(C(=O)c1ccco1)c1ccccc1,-1.6%,-0.2%,-13.0%,3.8%
CN(C)c1ccc(C2=NOC(CN3C(=O)c4ccccc4S3(=O)=O)C2)cc1 (stereo not drawn),-13.1%,-14.0%,-24.8%,?
COc1ccc(CCNC(=O)c2ccc3c(c2)CCN3S(=O)(=O)c2ccc(C)cc2)cc1OC,-16.9%,-7.6%[10.9 µM],-2.4%,0.4%
CC(C)COc1ccc(C(=O)NCc2ccco2)cc1,-5.7%,-21.3%,-10.4%,0.4%
O=C1CC(NCc2ccc3c(c2)OCO3)C(=O)N1CCc1ccccc1 (stereo not drawn),1.8%,.,1.5%,.
CCC(=O)N1CCc2cc(S(=O)(=O)CCC(=O)N(C)c3ccc(OC)cc3)ccc21,23.2%,3.9%[10.9 µM],-5.1%,-1.4%
COc1ccc2c(CNCc3cccs3)c(C(=O)O)n(Cc3ccccc3F)c2c1,-10.3%,9.4%[10.9 µM],6.6%,0.5%
COc1cccc(OCCn2ccnc2)c1,6.3%,-5.0%,-2.5%,-1.0%
CC1(C)Oc2ccc(C(=O)NC3CC3)cc2N(CC(=O)N2CCOCC2)C1=O,-0.6%,-6.9%,0.6%,-0.1%
CC1(C)C(=O)Nc2ccccc2N1C(=O)COC(=O)Cn1cnc2ccccc2c1=O,0.8%,-4.0%,9.4%,0.7%
O=S(=O)(c1ccc2ccccc2c1)N1CCN(S(=O)(=O)c2ccc3ccccc3c2)CC1,6.4%[9.22 µM],7.9%[10.9 µM],7.3%[9.22 µM],1.4%[11.4 µM]
O=C(Cc1c(F)cccc1Cl)Nc1ccon1,6.1%,5.1%,6.6%,0.7%
O=C(CSc1n[nH]c(-c2ccccc2)n1)NCCc1ccccc1,-18.5%,5.6%[10.9 µM],0.5%,-1.2%
O=C(O)Cn1cc(C(=O)C2CC2)c2ccccc21,20.2%,-8.3%,-1.5%,2.6%
Cc1cc(Nc2ccc(C(C)C)cc2)nc(-n2nc(C)cc2C)n1,?,-11.9%[10.9 µM],7.2%,?
CCc1nn(CC(=O)N2CCCCC2)c(=O)c2cc3occc3n12,-6.4%,-5.5%[10.9 µM],7.9%,0.2%
CCN=c1sc(C(=O)NCCc2ccccc2)cc(=O)n1CC,-1.0%,-27.7%,-5.6%,?
COC(=O)C1=C(C)NC(C)=C([N+](=O)[O-])[C@H]1c1ccccc1C(F)(F)F,11.6%,-11.3%,13.9%,?
CCN(CC)c1cccc(O)c1,7.5%,-3.1%,-20.7%[1.84 µM],2.6%
COc1cccc(N2CC(NC(=O)c3ccc(S(=O)(=O)N4CCCC4)cc3)CC2=O)c1 (stereo not drawn),5.3%,3.4%[10.9 µM],0.4%,-5.8%
Cc1cccc(-c2c3c(=O)n(C)c(=O)n(C)c3cn2-c2ccccc2O)c1,16.4%,-6.8%,7.4%,?
CNC(=O)C1(C)C=CC2(CCCCC2)N1C(C)=O (stereo not drawn),-10.5%,-12.7%,-15.2%,.
Cc1cc2ccccc2n1-c1ccc(C(=O)N2CCCCC2)s1,-12.5%,-4.3%[10.9 µM],4.2%,?
CN(C)c1ccc(C(=S)NCc2ccco2)cc1,4.3%,-67.5%[inhibitor],-9.6%,-0.7%
CCOc1ccc(NC(=O)CSc2nnc3c(C)cc4ccccc4n23)cc1,9.5%,13.9%[10.9 µM],6.1%,0.0%
COc1ccc(NC(=O)c2cncc(Br)c2)c(S(=O)(=O)N2CCOCC2)c1,2.3%,0.4%,6.3%,0.9%
O=C(NCc1ccc(F)cc1)c1cc2n(n1)CCCN(Cc1ccc(F)cc1)C2=O,-4.1%,10.1%[10.9 µM],11.5%,?
c1ccc(Nc2nc(N3CCCCC3)nc(N3CCNCC3)n2)cc1,-21.4%,.,1.5%,.
CCN(CC)CCn1c(SCC(=O)NCc2ccco2)nc2c(sc3ccccc32)c1=O,-6.1%,-10.2%,2.7%,-0.8%
O=C(NCCc1ccccc1)C1CCC(CNS(=O)(=O)c2ccc(Cl)cc2)CC1 (stereo not drawn),17.2%,-3.1%[10.9 µM],-4.1%,-2.0%
Cn1cccc1Cc1nnc(SCC(=O)N2CCCC2)n1CCc1ccccc1,14.9%,-13.3%,0.2%,-1.5%
COC(=O)c1ccc(NC(=O)CSc2nnc(CNc3ccc(F)cc3)n2C)cc1,-11.0%,-6.6%,3.5%,0.7%
CCN(CC)c1ccc(NC(=O)c2sc3ccccc3c2Cl)cc1,-18.9%,-13.1%[10.9 µM],-0.3%,2.8%
O=C(CSc1nnc(-c2ccco2)n1Cc1ccccc1)c1ccccc1,-12.4%,-17.6%,14.8%,0.8%
CC(=O)N(Cc1cccnc1)c1nc2c(C)cccc2s1,16.9%,6.2%[10.9 µM],-9.3%,-0.6%
CCOC(=O)CNC(=O)CSc1nnc(-c2ccco2)n1N,8.0%,-11.2%,-7.5%,2.5%
CCOC(=O)c1ccc(S(=O)(=O)N2CCN(CCC#N)CC2)cc1,0.3%,-4.5%,4.4%,-0.9%
CCCCC(=O)Nc1nnc(S(=O)(=O)N(C)Cc2ccc(Cl)cc2)s1,4.6%,10.4%[10.9 µM],-5.3%,-0.2%

# Ordered by formula weight (rising): some entries from above
SMILES,p53ts 39C kill,Imprint erasure,p53ts 32C tox,IkB signaling
CCCCC(=O)Nc1nnc(S(=O)(=O)N(C)Cc2ccc(Cl)cc2)s1,4.6%,10.4%[10.9 µM],-5.3%,-0.2%
Cn1cccc1Cc1nnc(SCC(=O)N2CCCC2)n1CCc1ccccc1,14.9%,-13.3%,0.2%,-1.5%
CCN(CC)CCn1c(SCC(=O)NCc2ccco2)nc2c(sc3ccccc32)c1=O,-6.1%,-10.2%,2.7%,-0.8%
